# HCMV antiviral: human cytomegalovirus inhibition | HFF cells, HCMV-luciferase reporter, 72 h; active compounds read low | AID 1259415 | 410,000 tested, 4.5% active | activity change, negative = inhibition, % at 57.5 µM; in the data active = activity change below about -60%; inconclusive = no clear call, values can overlap the other calls; inactive = above about -39%; note: % is set by controls: 0 for no effect and ±100 for the full control effect
#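 Inhibition of viral replication was scored as loss of reporter luminescence in HFFs infected with HCMV-luciferase (MOI 1 PFU/cell) for 72 h; compounds tested at 2 doses, normalized to buffer and Salinomycin controls.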
# AMA1 RON2 block: disrupts binding of P. falciparum AMA1 to RON2; AlphaScreen AMA1-biotinylated RON2 peptide binding; Potency, µM (titrated, usually from 58.2 µM), without a hit: at the top dose activity change, negative = inhibition, actives largely listed as inhibitors; 360,000 tested, 0.2% active; AID 720542;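 note: potency is the fitted concentration of half-maximal effect; 0% = vehicle wells and -100% = peptide control; nearly all actives have a fitted effect of over 45% in size; some results filed as inactive show a strong effect at the top dose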
#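 AMA1 (3D7) with his tag at 25 nM final met compounds first, then biotinylated RON2 peptide at 25 nM; detection used donor plus acceptor beads, 10 µg/mL apiece, read by AlphaScreen after 30 min at room temperature.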
# AmpC inh detg: blocks E. coli AmpC beta-lactamase in detergent assay; 370,000 tested, 0.041% active; P00811; AmpC hydrolysis of nitrocefin, absorbance 480 nm, 0.01% Triton; Potency, µM (doses to about 114 µM), for inactives: top-dose activity change, negative = inhibition, most hits filed as inhibitors;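 note: potency is the fitted concentration of half-maximal effect; 0% = no-compound wells and -100% = no-enzyme wells; nearly all actives have a fitted effect of over 25% in size; some results filed as inactive show a strong effect at the top dose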
# Target sequence (P00811 whole entry, looked up): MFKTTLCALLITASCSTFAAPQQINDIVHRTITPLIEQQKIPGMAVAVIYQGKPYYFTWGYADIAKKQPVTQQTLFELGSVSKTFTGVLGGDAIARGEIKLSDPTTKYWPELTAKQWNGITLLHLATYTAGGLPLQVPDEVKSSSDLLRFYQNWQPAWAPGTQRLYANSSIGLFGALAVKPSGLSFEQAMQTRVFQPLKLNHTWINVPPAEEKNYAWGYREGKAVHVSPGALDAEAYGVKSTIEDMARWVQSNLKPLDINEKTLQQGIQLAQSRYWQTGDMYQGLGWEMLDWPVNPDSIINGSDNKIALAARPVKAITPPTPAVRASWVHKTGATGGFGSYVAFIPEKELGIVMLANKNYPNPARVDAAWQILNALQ
#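 AmpC (5.3 nM in the dispensed reagent) in 20 mM phosphate pH 7.0 with 0.01% (detergent screen) or 0.0001% Triton X-100 was preincubated with compounds for 15 min at room temperature. Nitrocefin was then added from an 800 uM solution, and hydrolysis was followed at 480 nm.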
# Cycloheximide cs: affects cycloheximide protein synthesis inhibition readout, counter-screen | 300,000 tested, 12% active | max response, % | cell reporter, cycloheximide protein synthesis inhibition counterscreen; in the data active = max response mostly above about 13%, no sharp cut-off; inactive = mostly below about 14%; note: read at 38.3 µM for the half of the compounds with a filed dose; 0% is about no effect
# AmpC inh no detg: blocks E. coli AmpC beta-lactamase in detergent-free assay; AID 485341; P00811; 330,000 tested, 0.52% active; AmpC nitrocefin hydrolysis, absorbance 480 nm, 0.0001% Triton; Potency, µM (highest dose often 57.1 µM), without a hit: top-dose activity change, negative = inhibition, actives largely listed as inhibitors;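 note: potency is the fitted concentration of half-maximal effect; plate controls were no compound for no effect and no enzyme for full effect; nearly all actives have a fitted effect of over 20% in size; some results filed as inactive show a strong effect at the top dose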
#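 20 mM phosphate pH 7.0 + 0.01% (detergent screen) or 0.0001% Triton X-100; 5.3 nM AmpC reagent; cpd preinc 15 min RT; nitrocefin (800 uM stock) to start; A480 q20 s × 4 min; Activity was normalised to no-enzyme and no-compound control wells.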
# Giardia FBPA inh: blocks Giardia fructose-bisphosphate aldolase activity. AID 2451. A8B2U2. Potency, µM (titrated, usually from 59.6 µM), for the others: top-dose activity, negative = inhibition, most hits filed as inhibitors. purified Giardia FBPA. 290,000 tested, 0.71% active; note: potency is the fitted concentration of half-maximal effect; % is set by controls: 0 for no effect and ±100 for the full control effect; nearly all actives have a fitted effect of over 55% in size
# Target sequence (A8B2U2 whole entry, looked up): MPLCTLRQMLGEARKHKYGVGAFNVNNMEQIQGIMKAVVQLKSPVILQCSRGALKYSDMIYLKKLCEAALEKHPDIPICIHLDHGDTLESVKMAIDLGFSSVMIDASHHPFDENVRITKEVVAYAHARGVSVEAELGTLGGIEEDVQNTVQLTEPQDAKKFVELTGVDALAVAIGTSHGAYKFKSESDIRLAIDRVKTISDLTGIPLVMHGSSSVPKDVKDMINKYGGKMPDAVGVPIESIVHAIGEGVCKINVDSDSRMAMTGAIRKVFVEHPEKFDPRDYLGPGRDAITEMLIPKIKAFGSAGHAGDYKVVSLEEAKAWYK
#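 40 nM FBPA preincubated 10 min at RT with compound (up to 57.5 uM final), then substrate plus GAPDH/TPI/NAD/arsenate coupling and diaphorase/resazurin added. Fluorescence read after 20 min at RT, 525/598 nm.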
# Shiga inhibitor: inhibitors of Shiga toxin in Vero cells. AID 2315. 290,000 tested, 9.2% active. inhibition, % at 38.7 µM. Vero cells, Shiga toxin protein synthesis inhibition reporter; in the data active = inhibition mostly above about 28%, no sharp cut-off; inactive = mostly below about 43%; note: 0% is about no effect
# Numbers without * were called inactive; ? = inconclusive; . = not tested or not shown; & = joins results of further samples; [ ] = another dose, or the depositor's remark. Unless noted, calls come from the whole dose curve; as a rule, active = well fitted curve in the direction sought with a large enough effect; inconclusive = small, poorly fitted or top-dose-only effect, or another doubt; inactive = no such curve, though single readings can be large; an effect the other way counts as inactive or inconclusive. An unsorted share of the library (roughly 16% active in at least one column).
structure	HCMV antiviral	AMA1 RON2 block	AmpC inh detg	Cycloheximide cs	AmpC inh no detg	Giardia FBPA inh	Shiga inhibitor
C=CCOC(=O)C1=C(C)Nc2nnnn2C1c1ccc(OC)cc1OC (stereo unspecified)	45.8	-11.6%	?	-6.6	-4.1%	-23.5%	3.6
CCN(CC)C(=O)C1CCCN(C(=O)CCn2nnnc2CN2CCOCC2)C1 (stereo unspecified)	-19.0	8.0%	0.6%	-2.9	-10.5%	.	-12.4
Cc1ccccc1CNC(=O)c1ccccc1SCC(=O)NCc1ccco1	5.3	-2.0%	?	.	-9.6%	.	.
Cc1ccc(C)c(Cn2nnc3c(=O)[nH]c(C4CCN(C(=O)c5ccco5)CC4)nc32)c1	4.2	-3.0%	2.1%	4.0	32.6%	6.2%	-3.5
CCOc1ccccc1CNCC1CCCO1 (stereo unspecified)	-9.7	4.7%	-10.9%	-3.6	-6.2%	-17.3%	-6.2
CCCC12CN3CC(CCC)(CN(C1)C3C(O)C(O)C(O)CO)C2=O (stereo unspecified)	6.8	-8.6%	3.3%	-5.5	-0.2%	4.8%	-20.6
O=C(CCN1C(=O)c2ccncc2C1=O)Nc1ccc(F)cc1	13.8	0.0%	0.3%	0.1	-7.8%	-1.7%	15.0
COc1ccc2cc(C#N)c(NC(C)C)nc2c1	12.9	-2.3%	?	-0.2	-4.2%	-10.3%	-1.3
CCn1c(SCC(=O)Nc2nc3ccccc3s2)nnc1-c1ccc(OC)cc1	60.9	-5.9%	-8.5%	9.6	-9.6%	3.9%	17.7
CCOC(=O)c1sc2nc(C)nc(N3CCN(c4ncccn4)CC3)c2c1C	0.0	-0.9%	-2.9%	5.5	2.6%	2.7%	-2.7
CC1CCCCC12NC(=O)N(CC(=O)NCc1ccccc1)C2=O (stereo unspecified)	-33.0	-2.6%	.	.	0.3%	.	.
O=C(Nc1nncs1)c1ccc(Br)c(S(=O)(=O)N2CCCC2)c1	-11.3	-6.2%	0.9%	-1.0	?	28.6%	8.0

# Ordered by length of the SMILES (falling): some entries from above
structure	HCMV antiviral	AMA1 RON2 block	AmpC inh detg	Cycloheximide cs	AmpC inh no detg	Giardia FBPA inh	Shiga inhibitor
Cc1ccc(C)c(Cn2nnc3c(=O)[nH]c(C4CCN(C(=O)c5ccco5)CC4)nc32)c1	4.2	-3.0%	2.1%	4.0	32.6%	6.2%	-3.5
CCN(CC)C(=O)C1CCCN(C(=O)CCn2nnnc2CN2CCOCC2)C1 (stereo unspecified)	-19.0	8.0%	0.6%	-2.9	-10.5%	.	-12.4
O=C(Nc1nncs1)c1ccc(Br)c(S(=O)(=O)N2CCCC2)c1	-11.3	-6.2%	0.9%	-1.0	?	28.6%	8.0
C=CCOC(=O)C1=C(C)Nc2nnnn2C1c1ccc(OC)cc1OC (stereo unspecified)	45.8	-11.6%	?	-6.6	-4.1%	-23.5%	3.6
Cc1ccccc1CNC(=O)c1ccccc1SCC(=O)NCc1ccco1	5.3	-2.0%	?	.	-9.6%	.	.
O=C(CCN1C(=O)c2ccncc2C1=O)Nc1ccc(F)cc1	13.8	0.0%	0.3%	0.1	-7.8%	-1.7%	15.0
COc1ccc2cc(C#N)c(NC(C)C)nc2c1	12.9	-2.3%	?	-0.2	-4.2%	-10.3%	-1.3

# (further entries)
structure	HCMV antiviral	AMA1 RON2 block	AmpC inh detg	Cycloheximide cs	AmpC inh no detg	Giardia FBPA inh	Shiga inhibitor
CN(C(=O)COC(=O)c1cc(S(=O)(=O)N2CCCCC2)ccc1N1CCOCC1)C1CCS(=O)(=O)C1 (stereo unspecified)	27.3	4.1%	-3.9%	1.5	-8.6%	6.2%	-6.5
Cc1ccc(-n2c(Cc3cccs3)nnc2SCC(=O)Nc2ccc(S(N)(=O)=O)cc2)cc1	-13.2	18.2%	-13.2%	-4.2	-17.5%	14.8%	-5.1
Cc1ccc(-c2nnn(CC(=O)N(CC(=O)NCC3CCCO3)c3ccc(F)c(Cl)c3)n2)o1 (stereo unspecified)	-4.0	8.4%	?	-0.3	79.2%[activator]	0.8%	-22.6
O=C(/C=C/c1ccccc1)N1CCOCC1	39.3	-6.5%	-12.9%	13.7	-4.5%	-2.0%	6.4
Cc1ccc(NC(=O)CSc2nnc(-c3cccnc3)o2)c(C)c1	5.8	1.5%	-13.6%	.	3.7%	.	.
CCOC(=O)Cn1nc(C(F)F)c(Br)c1C	-29.0	2.7%	-3.2%	-2.8	-11.4%	1.3%	-4.4
Cc1cc(OCC(=O)NNC(=S)NC(=O)c2cccs2)ccc1Cl	9.4	124.7%[activator]	8.6%	2.1	-29.6%	.	8.3
COc1ccc(/C=C/C(=O)c2c(O)n(CCC3=CCCCC3)c(=O)[nH]c2=O)cc1	-38.8	13.8%[2.32 µM]	-2.8%	-2.2	-9.8%	9.2%	-4.2
O=C1N2CCSC2=NC1(NS(=O)(=O)c1ccccc1)C(F)(F)F (stereo unspecified)	-0.7	-1.3%	-5.7%	-3.8	-23.2%	4.4%	-11.8
CCOc1ccc(Nc2nc(NCCN3CCOCC3)nc(OC)n2)cc1	-5.0	-3.2%	-7.9%	-4.4	1.3%	-1.7%	-9.1
COc1cc(O)oc1C=Nc1ccc(Cl)cc1	-31.3	14.8%	0.5%	14.9	-43.9%	0.0%	19.5
CSc1ccc(/C=N/n2c(COc3ccccc3)n[nH]c2=S)cc1	10.5	75.1%[activator]	-6.4%	2.2	-39.3%	?	-12.0
COc1ccc(/C=N/NC(=O)c2cccnc2)cc1CN1CCCc2ccccc21	-12.8	?	-7.0%	3.4	116.3%[activator]	-13.1%	1.8
Cc1ccc(NC(=O)CSc2nc3ccccc3c3nc4ccccc4n23)cc1	-87.5*	-5.0%	?	-2.8	-0.4%	13.4%	-6.9
COc1ccc(-c2cc(N3C(=O)Nc4ccccc4N3O)n[nH]2)cc1	-20.2	10.3%	0.5%	6.6	2.8%	5.1%	-12.9
COc1cc(/C=N/n2nnnc2N)ccc1OCc1c(C)no[n+]1[O-]	-9.1	0.0%	0.9%	-2.5	-27.5%	2.0%	-4.2
CCN(CC)S(=O)(=O)c1cc(F)ccc1OC	-15.3	5.3%	2.8%	-1.3	-16.1%	-2.8%	5.4
COc1cc(NC(=O)c2cccc(Cl)c2)c(OC)cc1NC(=O)CN1CCCCC1	?	?	-1.8%	-4.5	130.3%[activator]	4.1%	7.4
O=c1nc(-c2ccccc2)c2ccccc2[nH]1	18.0	2.9%	-7.7%	2.1	0.1%	-1.5%	-0.9
O=C(c1cnn2c(C(F)F)cc(-c3ccccc3)nc12)N1CCOCC1	12.7	-18.5%	?	-2.2	-5.9%	7.2%	-1.7
CCOC(=O)N1CCC(Nc2c(NCCCN3CCN(C4CCCCC4)CC3)c(=O)c2=O)CC1	-37.9	10.9%	4.4%	-3.4	-19.8%	-0.4%	-2.2
COc1cccc(CN2CCN(CCCc3ccccc3)C(CCO)C2)c1O (stereo unspecified)	34.6	13.7%	-6.6%	-1.8	0.0%	0.7%	-4.6
CC1CN(S(=O)(=O)c2ccc(Cl)c(S(=O)(=O)N3CC(C)OC(C)C3)c2)CC(C)O1 (stereo unspecified)	-17.7	2.6%	?	2.8	-15.2%	3.7%	1.8
CS(=O)(=O)Nc1ccccc1C(=O)OCC(=O)NCc1cccs1	14.2	-15.3%	.	.	-11.0%	.	.
Cn1ccnc1SCc1cn2ccccc2n1	16.7	-5.1%	?	29.9*	-1.0%	-7.1%	82.3*
Cc1ccccc1Nc1c(-c2ccccc2)nc2ncccn12	3.2	17.7%	4.0%	-1.2	21.9%	2.1%	19.2
C/C(=N\NC(=O)CC1N=C(Cc2ccccc2)NNC1=O)c1ccc(C)cc1 (stereo unspecified)	-29.9	6.1%	-3.3%	-3.0	-20.3%	-3.8%	-8.8
O=C(COC(=O)Cc1c(F)cccc1Cl)NC(=O)c1ccccc1	13.7	4.6%	1.7%	19.0	-24.9%	.	-33.9
COc1cc(CCC(=O)NCc2ccc(F)cc2)cc(OC)c1OC	-21.4	4.0%	0.6%	-1.0	-3.8%	1.9%	-5.4
COC(=O)c1sccc1NC(=O)Nc1ccc(OC)cc1	39.9	-3.4%	-13.9%	35.0*	-30.1%	-16.0%	108.2*
CC(=O)C1=C(C)NC(=O)CC1c1ccc(F)cc1 (stereo unspecified)	-2.0	6.0%	-2.4%	-3.9	-8.4%	2.0%	-9.0
COc1cccc(C(=O)N2CCN(C3CCCCC3)CC2)c1	0.1	-8.8%	-17.2%	-2.3	-0.6%	?	-3.5
Cc1ccc(CN2CC34C=CC(O3)C(C(=O)NCc3ccco3)C4C2=O)cc1 (stereo unspecified)	-27.2	-2.3%	-12.9%	-5.5	13.2%	-0.2%	-7.4
Cc1cc2ccccc2nc1Br	4.4	-4.5%	-13.4%	-5.1	-14.0%	-2.6%	4.4
CCOC(=O)C(Cc1ccccc1)NC(=O)CCc1c(C)nc2nc(C)nn2c1C (stereo unspecified)	10.3&9.4	-11.5%	5.5%&-1.5%	-3.7	-7.3%	4.0%	-16.2
CCn1c(SCC(=O)NC(C)c2ccccc2)nc2ccccc21 (stereo unspecified)	10.4	2.1%	-4.3%	-4.6	0.9%	0.9%	-4.8
CCN(CC)c1ccc(/C=N/NC(=O)c2ccc3nc[nH]c3c2)c(O)c1	.	38.0%[activator]	-0.7%	-3.2	-47.1%	16.8%	15.8
COc1ccc(NC(=O)C2CCCN(S(C)(=O)=O)C2)cc1OC (stereo unspecified)	28.5	-8.2%	-8.1%	-2.1	-11.2%	4.5%	-6.3
Cc1cc(C)cc(NC(=S)N2CC(C)OC(C)C2)c1 (stereo unspecified)	-12.7	-0.3%	4.6%	-2.3	-0.7%	.	-5.9
COc1cc(C(=O)N2CCCC(c3nc(-c4cccs4)no3)C2)cc(OC)c1OC (stereo unspecified)	6.2	1.9%	1.1%	-1.1	61.4%[activator]	5.5%	-6.4

# Complete entries as entered above. Order of screens: HCMV antiviral, AMA1 RON2 block, AmpC inh detg, Cycloheximide cs, AmpC inh no detg, Giardia FBPA inh, Shiga inhibitor
# Results for CCN(CC)c1ccc(/C=N/NC(=O)c2ccc3nc[nH]c3c2)c(O)c1 = ., 38.0%[activator], -0.7%, -3.2, -47.1%, 16.8%, 15.8
# Results for CCn1c(SCC(=O)NC(C)c2ccccc2)nc2ccccc21 (stereo unspecified) = 10.4, 2.1%, -4.3%, -4.6, 0.9%, 0.9%, -4.8

# Screens from PubChem BioAssay.
